Assay outcomes: PubChem, National Center for Advancing Translational Sciences (NCATS)
RGS12 GoLoco inh: RGS12 GoLoco-Gai1 interaction inhibition; hit rate 0.44% among 230,000; AID 880; P63096; Gai1:RGS12 GoLoco peptide FP, rhodamine, 10 min; Potency, µM (doses to about 61.6 µM), without a hit: top-dose activity, negative = inhibition, most hits filed as inhibitors; active means well fitted inhibition curve with a large enough effect, not every such curve was filed as active; inactive means no such curve, though single readings can be large or run the other way; further: nearly all actives have a fitted effect of over 30% in size; many of its hits are not listed in these tables
TR SRC2 fluor cs: alters Texas Red total fluorescence, flagging assay interference | hit rate 0.29% among 280,000 | Potency, µM (series often up to 106 µM), inactives show at the highest dose fluorescence change, negative = quenching | TRb/SRC2 Texas Red total fluorescence interference; active means well fitted curve in either direction with a large enough effect; inconclusive means small, poorly fitted or top-dose-only effect
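Human TRβ ligand-binding domain (0.6 uM) and Texas Red SRC2 peptide (20 nM) in Tris buffer with 1 uM T3 and 5% DMSO were incubated with pinned compound for 5 hr at ambient temperature. Total fluorescence was computed as S + 2P (555/632 nm).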
Tau FP inhib: inhibitors of human tau fibril formation. K18 P301L tau heparin fibrillization, Alexa594 FP, 6 h. Potency, µM (series often up to 57.7 µM), for inactives: top-dose activity, negative = inhibition, most hits filed as inhibitors. hit rate 0.39% among 280,000. P10636; further: nearly all actives have a fitted effect of over 55% in size
Target sequence (P10636 561-689 P618L limits assumed): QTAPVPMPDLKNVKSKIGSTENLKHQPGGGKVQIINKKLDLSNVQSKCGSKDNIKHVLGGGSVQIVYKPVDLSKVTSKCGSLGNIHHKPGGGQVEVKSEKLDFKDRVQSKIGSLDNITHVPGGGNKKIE
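Quantitative HTS format: compounds meet 15 uM recombinant K18 P301L tau and Alexa 594-tau tracer in 100 mM sodium acetate pH 7; 20 uM heparin triggers fibrillization at 37 C over 6 hr; FP gives the signal.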
JMJD2E inh: blocks human JMJD2E demethylase activity; B2RXH2; JMJD2E catalytic domain, FDH-coupled NADH fluorescence (FDH is formaldehyde dehydrogenase); Potency, µM (doses to about 57.1 µM), inactives show top-dose activity change, negative = inhibition, hits mostly inhibitors; hit rate 1.6% among 230,000; active means well fitted inhibition curve with a large enough effect, not every such curve was filed as active; inconclusive means small, poorly fitted or top-dose-only effect, or another doubt; inactive means no such curve, though single readings can be large or run the other way;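 further: 0% = wells with enzyme and -100% = buffer wells without enzyme; nearly all actives have a fitted effect of over 50% in size; many of its hits are not listed in these tables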
L3MBTL1 block: inhibitors of human L3MBTL1 | Q9Y468 | AlphaScreen L3MBTL1–H3K9me1 peptide binding | Potency, µM (highest dose often 57.1 µM), inactives show at the top dose activity, negative = inhibition, actives largely listed as inhibitors | hit rate 0.66% among 230,000 | AID 485360; further: nearly all actives have a fitted effect of over 60% in size
Target sequence (Q9Y468 whole entry, looked up): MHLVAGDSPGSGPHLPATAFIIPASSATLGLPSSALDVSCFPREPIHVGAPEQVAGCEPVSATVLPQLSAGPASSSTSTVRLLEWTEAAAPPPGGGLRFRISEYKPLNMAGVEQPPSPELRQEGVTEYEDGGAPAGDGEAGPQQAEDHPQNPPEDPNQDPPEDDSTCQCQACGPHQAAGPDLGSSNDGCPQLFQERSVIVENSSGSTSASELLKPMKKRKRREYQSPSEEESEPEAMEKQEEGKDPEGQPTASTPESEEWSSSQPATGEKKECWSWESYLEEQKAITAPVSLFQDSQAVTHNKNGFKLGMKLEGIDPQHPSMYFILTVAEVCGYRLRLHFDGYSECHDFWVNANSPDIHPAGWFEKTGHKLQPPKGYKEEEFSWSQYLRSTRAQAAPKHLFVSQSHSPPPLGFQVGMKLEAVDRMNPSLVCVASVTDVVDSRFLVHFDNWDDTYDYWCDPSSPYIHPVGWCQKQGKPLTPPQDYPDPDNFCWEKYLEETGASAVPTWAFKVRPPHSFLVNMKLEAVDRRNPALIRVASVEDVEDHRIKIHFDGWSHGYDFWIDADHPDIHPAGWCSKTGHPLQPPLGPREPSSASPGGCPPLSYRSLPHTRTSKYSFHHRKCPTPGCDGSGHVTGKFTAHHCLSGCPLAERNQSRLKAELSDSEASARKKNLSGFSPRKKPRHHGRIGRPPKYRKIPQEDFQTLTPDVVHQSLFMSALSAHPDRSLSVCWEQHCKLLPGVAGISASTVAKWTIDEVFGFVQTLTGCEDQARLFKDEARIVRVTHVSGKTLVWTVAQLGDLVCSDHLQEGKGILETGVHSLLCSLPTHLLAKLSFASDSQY
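Displacement of a biotinylated histone H3(1-15) peptide monomethylated at Lys9 (75 nM) from L3MBTL1 (50 nM) was measured by AlphaScreen after a 30 min room-temperature compound incubation; cefsulodin titration served as intraplate control.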
Tau ThT inhib: tau fibrillization inhibition (ThT binding); AID 1460; recombinant tau K18 P301L (four-repeat tau fragment), heparin-induced fibrillization, ThT fluorescence; hit rate 2.1% among 270,000; Potency, µM (top dose mostly 57.4 µM), inactives show at the highest dose activity, negative = inhibition, hits mostly inhibitors; further: nearly all actives have a fitted effect of over 55% in size
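Heparin-induced fibrillization of the P301L-mutant K18 repeat-domain fragment of human tau was followed by ThT binding in quantitative high-throughput format.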
TRb-SRC2 inh: disrupts binding of human TR beta to SRC2. P10828. TRbeta-SRC2 peptide binding, fluorescence polarization; receptor liganded with 1 µM T3. Potency, µM (highest dose often 106 µM), without a hit: at the top dose activity change, negative = inhibition, actives largely listed as inhibitors. hit rate 0.065% among 280,000. AID 1469;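 further: plate controls were bound peptide for no effect and peptide without receptor for full effect; nearly all actives have a fitted effect of over 50% in size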
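Human TRb ligand-binding domain (0.6 uM) is mixed with 20 nM Texas Red SRC2 peptide and 1 uM T3; after compound addition and 5 hr at ambient temperature, polarization is measured and normalized to unbound and bound controls.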
RECQ1 inh: inhibitors of human RECQ1 DNA helicase; P46063; RECQ1 DNA unwinding, red fluorescence kinetic read; Potency, µM (series often up to 57.3 µM), inactives show at the highest dose activity, negative = inhibition, actives largely listed as inhibitors; hit rate 0.54% among 240,000;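 further: plate controls were vehicle for no effect and no enzyme for full effect; nearly all actives have a fitted effect of over 30% in size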
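50 nM RECQ1T1 preincubated 15 min with compound in Tris pH 8.0 buffer with MgCl2, DTT, Tween-20 and 2.5 ug/ml poly(dI-dC); started with 200 nM TAMRA/BHQ-2 forked duplex and 2 mM ATP. Unwinding read as fluorescence (525/598 nm), two reads 2 h apart.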
* marks the source's active call; other numbers are inactive results; i = inactive; ? = inconclusive; . = no result given; & = joins results of further samples; [ ] = another dose, or the depositor's remark. Unless noted, the call rests on the fitted dose curve; in most records, active means well fitted curve in the direction sought with a large enough effect; inconclusive means small, poorly fitted or top-dose-only effect, or another doubt; inactive means no such curve, though single readings can be large; an effect the other way counts as inactive or inconclusive. Unless noted, on the % scale 0 is the no-effect control and ±100 the full control effect; potency means the concentration at half of the fitted maximal effect. These rows are one share of the data, so the mix of outcomes need not match the whole.

SMILES | RGS12 GoLoco inh | TR SRC2 fluor cs | Tau FP inhib | JMJD2E inh | L3MBTL1 block | Tau ThT inhib | TRb-SRC2 inh | RECQ1 inh
CC1=C(c2ccc(C)c(C)c2)S(=O)(=O)N=C1N1CCC(C(=O)N2CCC(C)CC2)CC1 | . | 1% | 5% | . | . | -7% | -3% | .
COc1ccccc1Nc1ncnc2ccc(C)cc12 | 1% | -4% | -2% | -7% | . | -15% | -8% | -1%
Cc1cc(NCc2ccco2)n2c(nc3ccccc32)c1C#N | 12% | -4% | 5% | ? | 14% | 6% | 1% | -14%
O=c1c2ccccc2nc(/C=C/c2c[nH]c3ccccc23)n1CCO | 13% | -8% | ? | -17% | -15% | ? | -5% | i
CN1C(=O)Cc2cc(S(=O)(=O)CCC(=O)Nc3ccc(Cl)c(C(F)(F)F)c3)ccc21 | . | -1% | -9% | . | . | 3% | -3% | .
CC(=O)c1sc(NC(=O)COc2c(C)cc(Cl)cc2C)nc1C | 5% | 1% | -5% | 4% | 3% | ? | -3% | 3%
COc1ccc(-c2csc(NC(=O)CN3C(=O)CCC3=O)n2)cc1OC | 4% | 0% | 4% | -8% | 8% | -7% | 3% | -5%
O=C(Cc1ccc(Br)cc1)N1CCN(c2ccccn2)CC1 | 10% | 1% | 0% | ? | 5% | 3% | -7% | 0%
COC(=O)C1CSC(C)(C)C(=O)N1 (centres undefined) | 2% | -2% | -1% | -9% | -2% | 3% | -6% | -2%
COc1cc(S(=O)(=O)N2CCCC3(CCCCC3)C2)ccc1-n1cnnn1 | -6% | -6% | 4% | -27% | 0% | 4% | -3% | -13%
COc1ccc(-c2cc(C(F)(F)F)nc(SCCC(=O)Nc3cccc(OC)c3)n2)cc1 | . | 0% | ? | . | . | -13% | 0% | .
Cc1ccc(CCNC(=O)c2ccc3c(c2)nc2n3CCOC2)cc1 | . | -1% | -11% | . | . | -16% | -2% | .
C=CCOc1c2ccc(C(=O)NCc3ccc(OC)cc3)cc2nn1C | 2% | -2% | 5% | ? | -2% | -10% | 12% | -5%
Cc1nc(S(=O)(=O)N2CCN(C3c4ccccc4-c4ccccc43)CC2)cn1C | 2% | 0% | 2% | -1% | -9% | -2% | 2% | -8%
O=C(Nc1cccnc1)c1ccc(NS(=O)(=O)c2cccc([N+](=O)[O-])c2)cc1 | 6% | -3% | -7% | -13% | . | -9% | 3% | 0%
CCOC(=O)c1ccc(S(=O)(=O)N2CCN(CC(=O)NC(=O)NC(C)(C)C)CC2)cc1 | -1% | -3% | -3% | -1% | . | -3% | 0% | -12%
Cc1ccc2[nH]c3c(=O)n(CC(=O)N4CCN(c5cccc(C(F)(F)F)c5)CC4)ncc3c2c1 | . | 2% | -1% | . | . | 3% | 2% | .
CN(C)CCOC(=O)C1(c2ccccc2)CCCC1 | 3% | 0% | -4% | -3% | . | -10% | 3% | -3%
CCCCNc1nc(C)nc2c1nc(-c1ccccc1)n2CC1CCN(C)CC1 | 8% | -5% | -10% | ? | . | -1% | 3% | -2%
Cc1nc(Nc2ccccc2)sc1C(=O)Nc1ccccc1 | 6% | -4% | 14% | -22% | -9% | ? | -4% | -10%

Entries above that have a Cl atom (two):
SMILES | RGS12 GoLoco inh | TR SRC2 fluor cs | Tau FP inhib | JMJD2E inh | L3MBTL1 block | Tau ThT inhib | TRb-SRC2 inh | RECQ1 inh
CN1C(=O)Cc2cc(S(=O)(=O)CCC(=O)Nc3ccc(Cl)c(C(F)(F)F)c3)ccc21 | . | -1% | -9% | . | . | 3% | -3% | .
CC(=O)c1sc(NC(=O)COc2c(C)cc(Cl)cc2C)nc1C | 5% | 1% | -5% | 4% | 3% | ? | -3% | 3%

The results go on:
SMILES | RGS12 GoLoco inh | TR SRC2 fluor cs | Tau FP inhib | JMJD2E inh | L3MBTL1 block | Tau ThT inhib | TRb-SRC2 inh | RECQ1 inh
CCOc1cc(N2CCOCC2)c(OCC)cc1NC(=O)CN1C(=O)NC2(CCc3ccccc32)C1=O (centres undefined) | 6% | 0% | 11% | -1% | . | -18% | 8% | -13%
NNC(=O)C(=O)/C=C1\NC2(CCCC2)Cc2ccccc21 | 7% | -1% | 0% | 0% | -13% | -5% | -2% | -9%
O=C(NC1CC1)c1scc2c1OCCO2 | 7% | 0% | 2% | 3% | -2% | -8% | 3% | i
Cc1ccccc1-c1nc(SCC(=O)NCc2ccc(F)cc2)c2c(=O)n(C)c(=O)n(C)c2n1 | . | -1% | -8% | . | . | 0% | 5% | .
C[C@@]12CCC(=O)C[C@@H]1CC(=O)[C@H]1[C@H]3CCC[C@]3(C)C(=O)C[C@@H]12 (tested in a mixture with another compound) | 5%[21.6 µM] | -3%[53 µM] | . | -1%[25.5 µM] | . | . | -3%[53 µM] | i
O=c1[nH]c2ccccc2nc1-c1ccc(Cl)cc1 | 0% | -9% | 7% | ? | . | -17% | -3% | 25%
CCc1nnc(NC(=O)/C=C/c2cccs2)s1 | 4% | -3% | 2% | 10% | -1%[2.29 µM] | 8% | -4% | i
Cc1ccc(CSC2=NCCN2C(=O)c2ccc([N+](=O)[O-])cc2)cc1 | 1% | -2% | 14% | -1% | ? | ? | 0% | -9%
S=C(NCc1ccc2c(c1)OCO2)Nc1ccc(-c2nc3ccccc3[nH]2)cc1 | 12% | -3% | ? | ? | -13% | ? | -3% | -13%
O=C(CSc1nnc(-c2ccc(O)cc2)o1)Nc1ccc2c(c1)OCCO2 | -2% | -1% | -2% | 1% | 8% | -15% | -8% | -6%
CC(C)CNC(=O)c1cccc(NC(=O)C(C)Oc2ccccc2)c1 (centres undefined) | -3% | -6% | 0% | 4% | -4% | 3% | -1% | 22%
O=C(CN1C(=O)c2ccccc2C1=O)Nc1ccc(Cl)cn1 | -4% | -3% | -7% | 17% | . | -2% | -2% | -1%
Cc1ccc(-n2c(-c3ccco3)nc3c(cnn3-c3ccccc3C)c2=O)cc1 | 4% | -1%&-5% | -2%&-13% | 3% | . | -2%&-24% | 4%&-2% | -7%
CC(C)CCNC(=O)C1CCN(S(=O)(=O)c2cccc3nsnc23)CC1 | . | 0% | 1% | . | . | 6% | -10% | .
O=C(c1ccc2c(c1)OCO2)N1CCCCC1 | 1% | -2%&-1% | 4% | 1% | . | -6% | -3%&-2% | -7%
CCOc1cc(-c2nc(-c3ccc(Br)cc3)no2)cc(OCC)c1OCC | . | -4% | -8% | . | . | -6% | -3% | .
CCOC(=O)N1CCC(N2C(=O)c3ccc(C(=O)Nc4ccc(F)cc4F)cc3C2=O)CC1 | 1% | -1% | 1% | 13% | -2% | -10% | -2% | -5%
CCOc1ccc2nc(NC(=O)CSc3nnc(-c4ccncc4)n3CC3CCCO3)sc2c1 (centres undefined) | 1% | 0% | -2% | 16% | 3% | ? | 7% | -33%
C=CCN(CC=C)C(=O)c1ccncc1 | -1% | -1% | -1% | 2% | -5% | -3% | 0% | 1%
CC(=O)c1ccc(NC(=O)C(C)N(C)CC(=O)Nc2ccc(Cl)cc2)cc1 (centres undefined) | -4% | 1% | -14% | 1% | . | -8% | -2% | 7%
CC(=O)Nc1nonc1-c1nnc(SCc2ccccc2F)n1C | . | 4% | 1% | . | . | -6% | -2% | .
COCCCNC(=O)CN1C(=O)c2c(c3ccccc3n2C)C1c1ccc(OC)cc1 (centres undefined) | . | 0% | -10% | . | . | ? | -14% | .
CCc1nc(N2CCOCC2)c(C#N)c2c1COC(C)(C)C2 | -9% | 1% | 5% | ? | 13% | -3% | 4% | -6%
O=C(NC12CC3CC(CC(C3)C1)C2)C1CCCN1C(=O)NC1CCCCC1 (centres undefined) | 3% | -4% | 2% | -5% | 6% | -14% | -11% | -1%
Cc1ccnc(N2C(=O)c3ccccc3C2Nc2cccc(C)c2C)c1 (centres undefined) | 4% | -4% | 10% | -1% | -10% | -6% | -1% | 3%
COc1ccccc1/C=C(\NC(=O)c1ccc(OC)c(OC)c1)C(=O)Nc1cccc([N+](=O)[O-])c1 | 2% | 0% | -2% | 2% | -2% | -1% | 7% | -11%
Cn1c(=O)cc(N2CCc3ccccc32)[nH]c1=O | 7% | -6% | -4% | -27% | 6% | -8% | 0% | -3%
CC(=O)Nc1cccc(NC(=O)CCn2cnc3cc(C)c(C)cc32)c1 | 5% | -2% | 5% | 2% | -5% | -7% | -1% | -2%
Cc1ccc(-n2nc3c(=O)n(C(C)C(=O)O)nc(C)c3c2C)cc1 (centres undefined) | . | -2% | 0% | . | . | -1% | 2% | .
Cc1ccc(CSc2nc3ccncc3n2CC(=O)Nc2cc(C)cc(C)c2)cc1 | -3% | -1% | ? | 3% | -3% | -4% | 10% | -6%
CCCCP(=O)(CCCC)CCP(=O)(c1ccccc1)c1ccccc1 | . | -13% | 11% | 7% | 10% | 7% | 3% | -1%
CCOC(=O)c1ccc(CN(Cc2ccc(Cl)cc2Cl)S(=O)(=O)c2cccc(Cl)c2)cc1 | . | 0% | -4% | . | . | 11% | 1% | .
CCn1c2ccccc2c2cc(CN3CCN(Cc4cc(OC)c(O)c(OC)c4)CC3)ccc21 | . | -19% | -4% | . | . | ? | -2% | .
Cc1cc2ccccn2c1C(=S)NC(=O)c1ccccc1 | 10% | 0% | 2% | -29% | ? | 16µM* | 3% | -2%
Cc1[nH]c2ccccc2c1C(=O)COC(=O)Cn1c(C)nc2ccccc21 | 56%[activator] | -1% | -2% | 2% | -1% | 3% | -2% | 4%
c1ccc2c(c1)nc(Nc1ccc(N3CCCCC3)cc1)c1nncn12 | 62%[activator] | 2% | 4% | 0% | ? | ? | 16% | -10%
Cc1ccc([N+](=O)[O-])cc1N(CC(=O)Nc1ccc(S(=O)(=O)Nc2cccc(C(F)(F)F)c2)cc1)S(C)(=O)=O | 0% | -6% | ? | -5% | -1% | ? | -6% | 1%
Cc1ccc(-n2c(-c3ccncc3)nnc2-c2ccco2)cc1 | -2% | 1% | -8% | ? | 1% | -2% | -7% | -9%
O=C(N/N=C1/CC(c2ccccc2)Oc2ccccc21)C1CC1 (centres undefined) | 35%[activator] | -2% | 4% | 5% | 6% | 5% | 1% | i
COc1nc(-c2ccc(C)cc2)ccc1-c1noc(-c2ccc(C(C)(C)C)cc2)n1 | . | -19% | 0% | . | . | -13% | 2% | .
CCc1nnc(NC(=O)c2cccs2)s1 | -2% | -7% | -5% | 0% | . | -13% | 0% | -2%
